Bioassay records as filed in PubChem.
Growth percent in the NCI-60 one-dose screen (48 h, 10 µM unless noted): 100 = growth as untreated, 0 = no growth, -100 = all killed.
HL-60(TB) – HL-60(TB) leukemia cells; hit rate 9% among 78,000; active = growth percent below 10
Numbers without * were called inactive; & = joins results of further samples.

Compound	HL-60(TB)
COc1ccc(Nc2nc(SCCC(C)C)nc(-c3ccc(F)cc3)c2C#N)cc1	60.1
C/C=C(C)/C=N/NC(=O)C(=O)N/N=C/C(C)=C/C	116.8
CC(C)(C)OC(=O)N1C=C/C(=C/Cn2cc(-c3ccccc3)nn2)CC1	85.3&91.4
O=S1(=O)N(CCNc2nccc(-c3c(-c4cccc(O)c4)nc4sccn34)n2)CCN1Cc1ccccc1	91.8
CC[C@H]1C2CC3[C@@H]4N(C)c5ccccc5[C@]45C[C@@H](C2C5O)N3[C@@H]1O (stereo partly specified)	111.6
Oc1ccccc1C=Nc1ccccc1	161.3
COC(=O)c1ccc(C(=Nc2ccc(N(C)C(=O)CN3CCN(C)CC3)cc2)c2c(O)[nH]c3ccc(C(=O)OC)cc23)cc1	14.4
CC(=O)Nc1c(Br)cc2c(c1Br)Cc1cc(Br)ccc1-2	98.5
NC(=O)OCCO	105.9
O=C1/C(=C/c2ccccc2O)CC/C1=C\c1ccccc1O	11.9

Overlap with the part before: three compounds; new compounds follow.
Compound	HL-60(TB)
CC(=O)Nc1c(Br)cc2c(c1Br)Cc1cc(Br)ccc1-2	98.5
NC(=O)OCCO	105.9
O=C1/C(=C/c2ccccc2O)CC/C1=C\c1ccccc1O	11.9
Cc1cc(C2=NNC(=O)C(C)c3cc4c(cc32)OCO4)ccc1N (stereo unspecified)	101.7
O=C(Nc1ccc(F)cc1)C1CCN(S(=O)(=O)c2ccc(Cl)cc2)CC1	93.6
COC(=O)/C(C#N)=C1/CCC(NC(=O)Cc2ccc(Cl)cc2Cl)N1C (stereo unspecified)	85.3
O=C(NNC(=O)c1cccc2ccccc12)c1ccc(Br)cc1	89.4
NS(=O)(=O)c1ccc(Nc2nc(SCC(=O)c3ccc(-c4ccccc4)cc3)nc3ccccc23)cc1	93.9
COc1cccc(C2Nc3ccccc3-n3cccc32)c1OC (stereo unspecified)	52.8
CCN1CCN(c2nc(-c3ccc(Nc4ncnc5cc(Cl)ccc45)cc3)cc(-c3ccc(OC)c(OC)c3)n2)CC1	77.2
CCCN1c2nc3ccccc3nc2SC1Nc1ccccc1 (stereo unspecified)	106.5
CC[S+](CC)CC(=O)c1ccc(-c2ccccc2)cc1	94.0
CCCOC(=O)c1ccc2c(c1)[N+](=O)C(C(=O)c1ccccc1)=C(C(F)(F)F)[N+]2=O	-71.6*
CCOC(=O)c1cnc(SCc2ccc(Cl)c(Cl)c2)nc1N1CC1	56.8
O=C(NCn1c(=O)[nH]c2ccccc2c1=O)OC1CCCCC1	112.9
Nc1ccc(NC(=O)c2ccccc2)c2c1C(=O)c1ccccc1C2=O	135.1
CC(CC#N)N1CC1 (stereo unspecified)	88.7
COc1ccc(-c2oncc2-c2cc3c(c(OC)c2)OCC(=O)N3)cc1	98.6
CN(C)C(=O)C(c1ccccc1)C(C(=O)N(C)C)c1ccccc1 (stereo unspecified)	94.2
OB(O)c1ccc(Cl)cc1	96.3
CC(C)CCOC(c1ccc2c(c1)OCO2)C(C)Br (stereo unspecified)	98.1
c1cc2ccc3cc2cc1CNCCNCCNCc1ccc2ccc(cc2c1)CNCCNCCNC3	102.2
O=C1CSc2cc(Cl)ccc2N1	137.8
CCOC(=O)c1cnn2c(-c3ccccc3)nc(NCc3ccccc3)nc12	91.0
CCC(C)OC(=O)c1ccccc1C(=O)O (stereo unspecified)	65.0
Cc1c(C(=O)NCCc2ccc(N3CCCC3)cc2)[nH]c2ccc(Cl)cc2c1=O	100.9
CC(C)[C@@H]1CC[C@@H]2[C@@H]1[C@H](OC(=O)/C=C/c1ccccc1)[C@]1(C(C)C)C[C@@H](OC(=O)CO)[C@@]2(C)O1	84.6
O=C(Nc1ccc([N+](=O)[O-])cc1)Nc1nccnn1	121.3
CCCCCCCCCCCCCCCCNC(=S)N/N=C/c1ccc(Cl)cc1	72.2
COc1ccc(-c2[nH]nc3c2C(c2cn[nH]c2-c2ccc(F)cc2)C(C#N)=C(N)O3)cc1OC (stereo unspecified)	102.3
N#Cc1c(N)c(C(=O)c2ccc3c(c2)OCCO3)n2c1CCCC2	-19.2*
COc1cccc(/C=C2/C(=O)N(Cc3ccco3)SC2=S)c1OC	94.5
CCO/C=N/S(=O)(=O)c1cc2c(cc1Cl)NC=NS2(=O)=O	112.2
COc1cc(CNC(=O)/C=C/C=C/c2ccc3c(c2)OCO3)ccc1OCc1cn(-c2cccc(Cl)c2)nn1	88.4
Cc1ccc(S(=O)(=O)OC2COC(OCc3ccccc3)C(OS(=O)(=O)c3ccc(C)cc3)C2O)cc1 (stereo unspecified)	127.9
COc1ccc(C(=O)c2sc3nc(C)cc(C)c3c2N)cc1	69.9
COc1ccc(Cn2cc3c(c2-c2ccccc2)CCc2cnc(N)nc2-3)cc1	76.8
CC(=O)c1ccc(N2CCN(c3ccc(C(C)=O)cc3)CC2)cc1	127.0
CC(C)(C)c1ccc(OP(=S)(N/N=C/c2ccccc2O)Oc2ccc(C(C)(C)C)cc2)cc1	77.8
COc1ccc(-c2nc(N3CCCC3=O)sc2Br)cc1OC	100.8
C1OC1CN1CCC(C2CCN(CC3CO3)CC2)CC1 (stereo unspecified)	52.8
COc1ccc(CNc2cc3cc(OC)c(OC)cc3c(C)n2)cc1CN1CCOCC1	91.1
CC[C@H](Nc1ncnc(N)c1C(N)=O)c1nc2cccc(NCc3ccc(C(=O)NO)cn3)c2c(=O)n1-c1ccccc1	83.2
Cc1cc(C)cc(N=Nc2cc(Br)cc(Br)c2)c1	116.6
CC(=O)N(Cc1ccccc1)c1nc2c3ccccc3n(C(C)=O)c2s1	92.9
CC(O)COC(C)COC(C)c1ccccc1 (stereo unspecified)	90.4
COc1cccc2c1OC1(C=C2)Oc2c(cccc2OC)C=C1C (stereo unspecified)	68.9
Cc1nc2ccccc2c(/C=C/c2cccs2)c1C(=O)c1ccccc1	98.9
O=C(O)CCC(=O)OCc1ccccc1	104.7
O=NC1CC=CCC1c1ccccc1 (stereo unspecified)	92.6
COc1ccc2nc(-c3cc(-c4ccc5c(c4)OCO5)n[nH]3)[nH]c2c1	46.3
O=C1Nc2ccccc2/C1=C/C(=O)c1ccc(N2CCOCC2)cc1	49.8
CSc1nc2[nH]c(=O)cc(O)n2n1	115.4

(cont.)
Compound	HL-60(TB)
NC(=S)n1[nH]c(N)c(N=Nc2ccc(S(=O)(=O)N=C(N)N)cc2)c1=O	103.2
CCOC(=O)c1c(/C=C/C(=O)O)nc2ccccc2c1/C=C/c1ccccc1	8.3*
CC(=O)Nc1cc2c(cc1Br)-c1ccccc1C2O (stereo unspecified)	79.5
CCC(O)(C(c1ccccc1)c1ccccn1)C(c1ccccc1)c1ccccn1 (stereo unspecified)	79.0
O=C(c1ccc(O)cc1)C1[C@H](c2ccccc2Br)[C@@H](c2ccccc2)NC12C(=O)Nc1ccc(Br)cc12 (stereo partly specified)	33.6
CCOC(=O)c1sc2nc(-c3cccc(C#N)c3)nc(N3CCOCC3)c2c1C	97.4
COc1cc2c(=O)n(CCCN(C)C)c3c4cc[nH]c4ncc3c2cc1OC	75.3
c1ccc2c(c1)Nc1cc3ccccc3cc1N2	7.8*
C(CCSC1=NCCN1)CSC1=NCCN1	84.5
C=C1C(=O)O[C@H]2[C@H]1CC/C(Cn1cc(-c3ccc(N)cc3)nn1)=C\CC[C@@]1(C)O[C@@H]21	-27.9*

Further structures:
molecule | HL-60(TB)
CCOC(=O)c1cn2ncnc(Oc3ccc(NC(=O)NCCN4CCOCC4)c(Cl)c3)c2c1C | 101.2
C=CC(=O)NC(C)(C)CC(C)=O | 49.2
FC(F)(F)c1cc(CN(CCCl)CCCl)cc(C(F)(F)F)c1 | 91.3
O=C(Nc1ccncc1)C(=O)c1cn(S(=O)(=O)c2ccc(Oc3ccccc3)cc2)c2ccccc12 | 70.5
Cc1cc2c(cc1Cl)ncn2C | 103.6
O=C(O)c1ccc(C(F)(F)F)cc1 | 105.9
Cn1nc(N)c2ncc(C(Cl)(Cl)Cl)nc21 | 105.8
CCOC(=O)C/C=C/CC(=O)OCC | 103.5
NC(=S)N/N=C/c1cccnc1 | 106.5
C=C1CCC2C3(C)COC(c4ccccc4F)OC3CCC2(C)C1CC(O)C1=CCOC1=O (stereo unspecified) | 70.5
Cc1ccc(Sc2ccc3[nH]c(=O)nc(N)c3c2)cc1 | 96.2
CC1=C(C(=O)O)C(C)CC(=O)N1c1ccccc1 (stereo unspecified) | 94.1

Some of the entries so far, with each value named.
O=C(Nc1ccc([N+](=O)[O-])cc1)Nc1nccnn1
  HL-60(TB): 121.3
CCCCCCCCCCCCCCCCNC(=S)N/N=C/c1ccc(Cl)cc1
  HL-60(TB): 72.2
COc1ccc(-c2[nH]nc3c2C(c2cn[nH]c2-c2ccc(F)cc2)C(C#N)=C(N)O3)cc1OC (stereo unspecified)
  HL-60(TB): 102.3

Continuation:
molecule | HL-60(TB)
O=C(CSc1nc2ccc([N+](=O)[O-])cc2[nH]1)Nc1ccc(Br)cc1 | 39.4
CC1(C)CC(=O)C2=C(C1)N(c1ccc(OC(F)(F)F)cc1)C(N)=C(C#N)C2c1ccc(F)cc1 (stereo unspecified) | 99.6
COc1cc2c(cc1O)CCc1cc(O)cc(OC)c1-2 | 76.4
CCCC1=C(C(=O)OCC)C(c2ccc3c(c2)OCO3)NC(=O)N1C (stereo unspecified) | 109.0
O=C1c2ccccc2C(=O)c2cc(Br)ccc21 | 91.6
CC(=O)NCCN1c2nc3ccccc3cc2Sc2cc3ccccc3nc21 | 99.5
CSc1nc2c(c(=O)[nH]1)C(c1ccc(Cl)cc1)C1=C(N2)/C(=C/c2ccc(Cl)cc2)CC1 (stereo unspecified) | 103.2
O=C(CN(C(=O)Cn1c(=O)n2nnnc2c2ccccc21)c1ccccc1C(F)(F)F)Nc1ccc(C(F)(F)F)cc1 | 100.8
CC(=O)[C@H]1C[C@H](O)[C@H]2[C@@H]3CCC4=CC(=O)CC[C@]4(C)[C@H]3C[C@H](O)[C@@]21C | 109.9
CCc1cccc2ccccc12 | 105.8
CCCn1cnc2c(SC(C)C)nc(N)nc21 | 90.6
N#Cc1c(-c2ccc(F)cc2)c(C#N)c2c(C#N)c(N)nn2c1N | 99.7
NC(N)=NCCCC(NC(=O)c1ccccc1)C(=O)O (stereo unspecified) | 99.1
O=c1c2ccccc2[nH]c2c3c(cn12)nc1ccccn13 | 95.7
Cc1ccccc1-n1c(C)nc2ccc(NC(=O)NCCCl)cc2c1=O | 102.5
CC(=O)CC(c1ccccc1)c1ccccc1 | 124.5
Cc1c(C(c2ccccc2)c2[nH]c3ccccc3c2C)[nH]c2ccccc12 | 90.0
O=C(Nc1ccc(OCc2ccc(C(F)(F)F)cc2)cc1)c1ccc2nc(NC(=O)c3ccc(NCCc4ccccc4)c([N+](=O)[O-])c3)sc2c1 | 96.9
COc1ccc(Nc2nc3n(c(=O)c2C#N)-c2ccccc2Sc2ccccc2-3)cc1 | 85.9
OCCC[C@@]12C(I)=C3CCCC[C@H]3[C@@H]1CCc1cc3c(cc12)OCO3 | 112.6
O=NN1CCCCC1 | 109.9
O=C(Cc1ccccc1Nc1c(Cl)cccc1Cl)NN1C(=O)/C(=C/N2N=C(c3ccc4ccccc4c3)CC2c2ccc(Cl)cc2)SC1=S (stereo unspecified) | 93.9
COc1ccc(-c2onc3ccc(Cl)cc23)cc1 | 98.4
COC(=O)c1ccccc1N=CCC(C)CCCC(C)(C)O (stereo unspecified) | 115.3
COc1ccc(C(=O)O)c(OC)c1 | 103.9
Oc1ccc(C(O)c2ccccc2O)cc1 (stereo unspecified) | 92.2
CC(C)(C)C1CCC(=NO)CC1 (stereo unspecified) | 109.6
CC(C)(C)C(=O)Nc1nc2c(s1)CCCc1ccn(S(=O)(=O)c3ccccc3)c1-2 | 82.7
c1ccc(CNc2ccc3nc(CCC4CCCCC4)[nH]c3c2)cc1 | 47.0
Cc1ccc(-c2csc(=N)n2CC(=O)N2CCN(C)CC2)cc1 | 108.8
COc1ccc(CN2CC3CC3(COc3ccc(F)c(C)c3)C2)cc1F (stereo unspecified) | 76.0
CC(=O)Nc1ccc(-c2cc3c(NCc4ccccc4)ncnc3s2)cc1 | 98.7
CCCCN(CCCC)CCC(=O)c1ccc(Cl)c2ccccc12 | 95.1
CCOC(=O)Cn1nnc(-c2ccc(OCc3ccccc3F)cc2)n1 | 102.5
CC(O)COc1ccc(-c2ccccc2)cc1 (stereo unspecified) | 102.1
O=C(CSc1nnc(-c2ccc(Cl)cc2)o1)Nc1ccc(C(=O)/C=C/c2ccccc2)cc1 | 97.1

An excerpt from above in order of count of non-hydrogen atoms, smallest number first:
molecule | HL-60(TB)
CC(C)(C)C1CCC(=NO)CC1 (stereo unspecified) | 109.6
COc1ccc(C(=O)O)c(OC)c1 | 103.9
CC(O)COc1ccc(-c2ccccc2)cc1 (stereo unspecified) | 102.1
Cc1ccc(-c2csc(=N)n2CC(=O)N2CCN(C)CC2)cc1 | 108.8
CCOC(=O)Cn1nnc(-c2ccc(OCc3ccccc3F)cc2)n1 | 102.5
CC(=O)Nc1ccc(-c2cc3c(NCc4ccccc4)ncnc3s2)cc1 | 98.7
CC(C)(C)C(=O)Nc1nc2c(s1)CCCc1ccn(S(=O)(=O)c3ccccc3)c1-2 | 82.7

(further entries)
molecule | HL-60(TB)
CC(C)Cc1ccc(C(C)C(=O)NCc2ccc(Cn3c(=O)sn(-c4ccc(Cl)cc4)c3=O)cc2)cc1 (stereo unspecified) | 95.8
Cn1nc(N)c2ncc(-c3ccc(Cl)cc3)nc21 | 75.8
CC(C)(C)c1ccc[nH]1 | 116.7
O=C1/C(=C/c2cccc(F)c2)CN(C(=O)C(Cl)Cl)C/C1=C\c1cccc(F)c1 | -41.6*
CCN1CCN(c2nc(NNC(=O)c3ccc(OC)cc3)nc(N3CCN(C(c4ccccc4)c4ccccc4)CC3)n2)CC1 | 18.7
O=C(Nc1sc2c(c1C(=O)O)CCCC2)c1cccc(C(F)(F)F)c1 | 92.9
Cc1ccc(NC(=O)[C@@H]2CC[C@H](CN3CCN(C)CC3)C2)cc1Nc1nccc(-c2cccnc2)n1 | 107.7
O=C(Nc1cccc(C2=NCCN2)c1)c1ccc(C(=O)Nc2cccc(C3=NCCN3)c2)cc1 | 102.2
COc1cccc(-c2nc3sccn3c2-c2ccnc(NCCNS(=O)(=O)c3ccc(Br)cc3)c2)c1 | 83.4
Cc1ccc(Nc2n[nH]c(=S)s2)cc1F | 73.4
Cc1ccc(NC(=O)N(O)C2CCCCC2C#N)cc1 (stereo unspecified) | 100.9

Only part of the results is shown, so the mix of outcomes need not match the whole.
